Hep lipid drop: hepatic lipid droplet formation modulation | AML12 mouse hepatocytes, oleate lipid droplets, BODIPY imaging | inhibition, % at 6.5 µM | hit rate 0.4% among 240,000 | AID 1656;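 active = lipid droplet intensity inhibited by at least 50%, with more than 500 cells counted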
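Assay system: AML12 hepatocytes (mouse) / Also added: 100 µM oleic acid challenge / Times: overnight treatment with compound plus oleate / Detection: high-content imaging of BODIPY-stained droplets and DAPI nuclei / Evaluation: % inhibition of lipid droplet signal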
NOD2 inhibition: NOD2 signaling inhibitors, cell-based, luminescence, uHTS, HEK293 (AID 1566); HEK293 NOD2/NF-kB luciferase reporter, luminescence; higher % means a stronger effect; inhibition, % at 4 µM; hits with a dose series show EC50 in µM; hit rate 0.63% among 290,000; in the data active = inhibition above about 50%; also: many of its hits are not listed in these tables
Hep lipid drop cells 6.5 µM: recorded beside Hep lipid drop, whose call it bears; cell count; measured here: cell count, cytotoxicity flag;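 cells counted across two imaged fields per well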
The depositor's hits bear a star. This is a subset; rates above refer to the full screens.

The opening 2 compounds, to show the layout:
SMILES | Hep lipid drop | Hep lipid drop cells 6.5 µM | NOD2 inhibition
CCOC(=O)c1c(S(=O)(=O)NCc2ccc(OC)cc2)c(C)n(C)c1C | -20 | 717 | 4%
COc1ccc(N(CC(=O)Nc2cccc(C(C)=O)c2)S(=O)(=O)c2ccc(NC(C)=O)cc2)cc1 | -2 | 803 | 12%

Main list, from the start:
SMILES | Hep lipid drop | Hep lipid drop cells 6.5 µM | NOD2 inhibition
CCOC(=O)c1c(S(=O)(=O)NCc2ccc(OC)cc2)c(C)n(C)c1C | -20 | 717 | 4%
COc1ccc(N(CC(=O)Nc2cccc(C(C)=O)c2)S(=O)(=O)c2ccc(NC(C)=O)cc2)cc1 | -2 | 803 | 12%
N/C(=N\OC(=O)CCCc1ccccc1)c1ccc(Br)cc1 | -5 | 688 | -5%
Cn1c(-c2nonc2N)nc2ccccc21 | 16 | 785 | -6%
COc1cc(CNC(=O)c2cnc(C)cn2)cc(OC)c1 | -6 | 830 | 2%
COCCC(=O)N1CCC(Oc2ccc(C(=O)N3C[C@H]4CC[C@H]3C4)cc2)CC1 | 19 | 738 | 10%
O=C(NCCCc1ccccc1)C1CCN(S(=O)(=O)c2ccc(F)cc2)CC1 | -17 | 708 | 10%
COc1ccccc1/C=C1\N=C(C(C)(C)C)OC1=O | 13 | 768 | 7%
COC(=O)c1ccc(C(=O)OC)c(NC(=O)c2cccnc2)c1 | 10 | 829 | 0%
COc1ccc(Cl)cc1NC(=O)C1CC(c2c(F)cccc2Cl)=NO1 (configuration not stated) | -23 | 773 | -6%

(further entries)
SMILES | Hep lipid drop | Hep lipid drop cells 6.5 µM | NOD2 inhibition
COc1ccccc1NC(=O)C(C)OC(=O)CC1CCCC1 (configuration not stated) | -4 | 656 | -5%
COc1cc(OC)c(NC(=O)CCNS(=O)(=O)c2ccc3c(c2)CC(C)N3C(C)=O)cc1Cl (configuration not stated) | -2 | 753 | 19%
COC(=O)c1ccc(CNC(=O)C2CCC(=O)N(C3CCCCCC3)C2)cc1 (configuration not stated) | 11 | 757 | 19%
O=C1CC(C(=O)N2CCc3ccccc32)CN1c1ccc(F)cc1 (configuration not stated) | 6 | 526 | 13%
CSc1ccc(S(=O)(=O)N2CCC(C(=O)NCc3ccccn3)CC2)cc1 | 10 | 754 | -17%
CCn1c(C)c(C)c2cc(C(=O)N3CCN(c4ccccc4)CC3)ccc21 | -9 | 686 | 21%
CCOc1ccccc1N(CC(=O)Nc1ccc(OC)c(OC)c1)S(=O)(=O)c1ccccc1 | -1 | 843 | 2%
Cc1cc(F)ccc1NC(=O)CCc1c(C)nn(-c2ccc(N3CCCCC3)nn2)c1C | -2 | 758 | 7%
Cc1nc2scc(C)n2c(=O)c1S(=O)(=O)NCC1CCN(Cc2ccc(Cl)cc2)CC1 | -52 | 721 | -17%
NC(=O)NC(=O)CN1c2cccc3cccc(c23)S1(=O)=O | -20 | 812 | -10%

Continued:
SMILES | Hep lipid drop | Hep lipid drop cells 6.5 µM | NOD2 inhibition
Cc1c(CC(=O)NCCCO)c(=O)oc2cc3c(cc12)CCC(C)(C)O3 | -31 | 842 | -6%
COc1cc2c(cc1OC)C(c1cc3cccc(C)c3[nH]c1=O)N(C(=O)c1ccco1)CC2 (configuration not stated) | -3 | 746 | 18%
O=C(c1cc(COc2ccc(F)cc2Cl)on1)N1CCSCC1 | 9 | 829 | -58%
COc1ccc(-c2onc3ccc(C(=O)/C=C/N(C)C)cc23)cc1 | 2 | 733 | -15%
Cc1ccc(C)c(Nc2nc(-c3cccnc3)cs2)c1 | 6 | 857 | -6%
Cc1ccc(-c2nnc(SCC(N)=O)nc2-c2ccc(C)cc2)cc1 | -6 | 783 | 20%
CCOC(=O)C1=C(C)NC(=S)NC1c1ccc(OCC(=O)N2CCCCCC2)cc1 (configuration not stated) | -44 | 804 | -5%
COc1ccc(C(=O)NNC(=O)c2ccc3ccccc3c2O)cc1 | 9 | 817 | 12%
CN(CC(=O)NCC1CCCCC1)S(=O)(=O)c1ccc(F)cc1 | -10 | 771 | 11%
CCC(NC(=S)NCc1ccc(F)cc1)c1ccccc1 (configuration not stated) | -10 | 887 | -4%

New compounds follow:
SMILES | Hep lipid drop | Hep lipid drop cells 6.5 µM | NOD2 inhibition
COc1cc(NC(=O)c2ccc(F)cc2)ccc1NC(=O)c1cc2ccccc2o1 | 0 | 790 | -5%
O=C(Nc1cccc(NC(=O)c2ccc(Cl)cc2)n1)c1ccc(Cl)cc1 | -6 | 724 | 0%
CN(CCNC(=O)c1ccc(CS(=O)(=O)c2ccc(Br)cc2)o1)CCc1ccccc1 | -9 | 683 | 16%
O=C(CCn1cccn1)Nc1ccc2c(c1)OCO2 | 10 | 779 | 4%
O=C(OCc1ccc(F)cc1)c1cc(=O)c2ccccc2o1 | 5 | 780 | 5%
C/C=C/C=C(/NC(=O)c1ccccc1)C(=O)Nc1ccccc1 | 17 | 602 | 16%
CN(CCCCCCN(C)Cc1ccccc1O)Cc1ccccc1O | -16 | 735 | -12%
CCc1ccc(NC(=O)NNC(=O)CCc2ccccc2)cc1 | -18 | 822 | -9%
CCC(=O)N1CCN(c2nc(CC)nc3sc4c(c23)CCCC4)CC1 | 17 | 825 | 30%
Cc1cc(C)cc(NC(=S)N2CCN(S(=O)(=O)c3ccccc3)CC2)c1 | 10 | 611 | -2%

More records:
SMILES | Hep lipid drop | Hep lipid drop cells 6.5 µM | NOD2 inhibition
COc1ccc(Cc2nnc(NC(=O)C3CCN(C(=O)c4ccco4)CC3)s2)cc1 | 0 | 857 | 16%
CCn1cc(S(=O)(=O)Nc2cc(C(=O)OC)ccc2C)cn1 | 9 | 859 | 8%
O=[N+]([O-])c1cc([N+](=O)[O-])c(Oc2c(F)cc(F)cc2F)cc1NN1CCCCC1 | 12 | 808 | -11%
COC1CCCN(C(=O)c2cccc(OC3CCN(S(C)(=O)=O)CC3)c2)C1 (configuration not stated) | 4 | 772 | 16%
CCCCS(=O)(=O)N1CCCC(C(=O)Oc2ccccc2)C1 (configuration not stated) | 3 | 781 | 1%
CN1C(=O)[C@H]2[C@@H](C3CC3)N3C(=O)CN(CC4CC4)C(=O)[C@@]3(C)[C@H]2C1=O | 7 | 806 | 11%
O=S1(=O)[C@H]2C[C@@H]3C=C[C@@]2(CN1Cc1ccc(F)cc1)O3 | 1 | 791 | 15%
Cn1cc(CN2CCC(n3nccc3NC(=O)c3ccccc3Cl)CC2)cn1 | 3 | 789 | -9%
Cc1cc(C)c2nc(N3CCOCC3)c(C#N)cc2c1 | 0 | 848 | 3%
Cc1ccc(C)c(C(=O)Nc2nc3ccccc3[nH]2)c1 | 19 | 836 | -8%

More compounds.
SMILES | Hep lipid drop | Hep lipid drop cells 6.5 µM | NOD2 inhibition
CCOc1ccc(S(=O)(=O)n2cnc3ccccc32)cc1 | -4 | 820 | 27%
O=C(NC1=NCCS1)c1ccccc1Cl | 0 | 731 | 8%
Clc1ccc(NCc2ccsc2)cc1 | -14 | 795 | -3%
Cc1cc(-c2ccc(C(C)C)c(S(=O)(=O)N3CCN(c4ccccn4)CC3)c2)on1 | -3 | 697 | 14%
COc1ccc(S(=O)(=O)N2CCN(Cc3ccc(OC)c(OC)c3)CC2)cc1 | 1 | 832 | 10%
CC(C)c1c(C(=O)N/N=C/c2ccccc2OCc2c(F)cccc2Cl)nnn1-c1nonc1N | -26 | 778 | 16%
O=C(Nc1cccc(C(=O)Nc2ccccc2F)c1)c1ccccc1 | 15 | 790 | 18%
CCOC(=O)c1ccc([N+](=O)[O-])c(CS(=O)(=O)c2ccc(Cl)cc2)c1 | 7 | 843 | 0%
NC(=O)CC(NC(=O)Cc1ccc(Cl)cc1)c1ccc(NCCOc2ccccc2)c([N+](=O)[O-])c1 (configuration not stated) | 13 | 790 | -3%
CCC(NC(=O)CNC(=O)CNC(=O)c1ccc(Cl)cc1Cl)c1ccc(C)cc1 (configuration not stated) | 10 | 824 | 7%

25 consecutive records out of the list so far, quoted:
SMILES | Hep lipid drop | Hep lipid drop cells 6.5 µM | NOD2 inhibition
C/C=C/C=C(/NC(=O)c1ccccc1)C(=O)Nc1ccccc1 | 17 | 602 | 16%
CN(CCCCCCN(C)Cc1ccccc1O)Cc1ccccc1O | -16 | 735 | -12%
CCc1ccc(NC(=O)NNC(=O)CCc2ccccc2)cc1 | -18 | 822 | -9%
CCC(=O)N1CCN(c2nc(CC)nc3sc4c(c23)CCCC4)CC1 | 17 | 825 | 30%
Cc1cc(C)cc(NC(=S)N2CCN(S(=O)(=O)c3ccccc3)CC2)c1 | 10 | 611 | -2%
COc1ccc(Cc2nnc(NC(=O)C3CCN(C(=O)c4ccco4)CC3)s2)cc1 | 0 | 857 | 16%
CCn1cc(S(=O)(=O)Nc2cc(C(=O)OC)ccc2C)cn1 | 9 | 859 | 8%
O=[N+]([O-])c1cc([N+](=O)[O-])c(Oc2c(F)cc(F)cc2F)cc1NN1CCCCC1 | 12 | 808 | -11%
COC1CCCN(C(=O)c2cccc(OC3CCN(S(C)(=O)=O)CC3)c2)C1 (configuration not stated) | 4 | 772 | 16%
CCCCS(=O)(=O)N1CCCC(C(=O)Oc2ccccc2)C1 (configuration not stated) | 3 | 781 | 1%
CN1C(=O)[C@H]2[C@@H](C3CC3)N3C(=O)CN(CC4CC4)C(=O)[C@@]3(C)[C@H]2C1=O | 7 | 806 | 11%
O=S1(=O)[C@H]2C[C@@H]3C=C[C@@]2(CN1Cc1ccc(F)cc1)O3 | 1 | 791 | 15%
Cn1cc(CN2CCC(n3nccc3NC(=O)c3ccccc3Cl)CC2)cn1 | 3 | 789 | -9%
Cc1cc(C)c2nc(N3CCOCC3)c(C#N)cc2c1 | 0 | 848 | 3%
Cc1ccc(C)c(C(=O)Nc2nc3ccccc3[nH]2)c1 | 19 | 836 | -8%
CCOc1ccc(S(=O)(=O)n2cnc3ccccc32)cc1 | -4 | 820 | 27%
O=C(NC1=NCCS1)c1ccccc1Cl | 0 | 731 | 8%
Clc1ccc(NCc2ccsc2)cc1 | -14 | 795 | -3%
Cc1cc(-c2ccc(C(C)C)c(S(=O)(=O)N3CCN(c4ccccn4)CC3)c2)on1 | -3 | 697 | 14%
COc1ccc(S(=O)(=O)N2CCN(Cc3ccc(OC)c(OC)c3)CC2)cc1 | 1 | 832 | 10%
CC(C)c1c(C(=O)N/N=C/c2ccccc2OCc2c(F)cccc2Cl)nnn1-c1nonc1N | -26 | 778 | 16%
O=C(Nc1cccc(C(=O)Nc2ccccc2F)c1)c1ccccc1 | 15 | 790 | 18%
CCOC(=O)c1ccc([N+](=O)[O-])c(CS(=O)(=O)c2ccc(Cl)cc2)c1 | 7 | 843 | 0%
NC(=O)CC(NC(=O)Cc1ccc(Cl)cc1)c1ccc(NCCOc2ccccc2)c([N+](=O)[O-])c1 (configuration not stated) | 13 | 790 | -3%
CCC(NC(=O)CNC(=O)CNC(=O)c1ccc(Cl)cc1Cl)c1ccc(C)cc1 (configuration not stated) | 10 | 824 | 7%

More records:
SMILES | Hep lipid drop | Hep lipid drop cells 6.5 µM | NOD2 inhibition
COc1ccc(C2(O)C(=O)Nc3ccc(C)cc32)cc1OC (configuration not stated) | 0 | 814 | 12%
Cc1c(C(=O)N2CCN(Cc3ccccc3)CC2)oc2c1C(=O)CC(C)(C)C2 | -11 | 688 | 12%
O=C(Nc1ccon1)c1sc2cc(Cl)ccc2c1Cl | -12 | 705 | -56%
O=P(CCCO)(Cc1ccccc1)Cc1ccccc1 | 0 | 728 | 19%
CCn1nc(NC(=O)COC)c2cc3cccc(C)c3nc21 | 1 | 894 | 2%
Cc1cc(NS(C)(=O)=O)c(=O)n(Cc2c(F)cccc2Cl)c1 | -11 | 808 | 13%
CCCCC[C@H]1CN(CCc2ccccc2)C(=O)[C@@H]1CC(=O)NCc1ccc(OC)cc1 | -24 | 756 | -15%
CC(=O)Nc1ccc(C(=O)Nc2ccc(S(=O)(=O)N3CCOCC3)cc2)cc1 | 2 | 819 | 9%
COc1cccc(C(=O)Nc2nnc(S(=O)(=O)Nc3cccc(C)c3)s2)c1 | 8 | 711 | 4%
CCOc1ccc(N2CC(C(=O)Nc3ccccc3C(=O)N3CCOCC3)CC2=O)cc1 (configuration not stated) | -2 | 773 | 17%

The list continues:
SMILES | Hep lipid drop | Hep lipid drop cells 6.5 µM | NOD2 inhibition
Cc1cc(Cl)c2oc(C(=O)NCCN3CCOC3=O)c(C)c2c1 | 8 | 746 | 11%
CCC(C)NC(=O)C1CC(=O)N(CCc2ccc(F)cc2)C1 (configuration not stated) | -2 | 847 | 9%
CCc1nn(CCCC(=O)N2CCN(c3ccc(OC)cc3)CC2)c(=O)c2cc3occc3n12 | -31 | 717 | 33%
CC1CCN(C(=O)CCS(=O)(=O)c2cc3c(cc2Cl)NC(=O)CO3)CC1 | -1 | 668 | 15%
CCN1CCN(c2ncnc3sc4c(c23)CCC(C)C4)CC1 (configuration not stated) | 0 | 839 | 8%
Cc1cc(S(=O)(=O)N2CCCC(N(C)CCc3ccccn3)C2)c(C)s1 (configuration not stated) | -10 | 594 | 5%
CCO/C=N/Nc1nc(C(F)(F)F)nc2c1cnn2Cc1ccccc1 | -10 | 823 | 16%
COc1ccc(C(C(=O)NC2CCCCC2)N(Cc2cccnc2)C(=O)c2snc(C(N)=O)c2N)cc1 (configuration not stated) | 2 | 757 | 12%
CC(C)CC1COC(=O)N1 (configuration not stated) | -5 | 761 | 5%
Cc1ccc(SCC(=O)NCCc2ccccc2)cc1 | -22 | 807 | 1%
